# TEAD-YAP block = TEAD-YAP interaction inhibition | HEK-TIYL cells, TEAD-Gal4/YAP UAS-luciferase luminescence | inhibition, % at 9.12 µM | 1.4% of 640,000 active | AID 1259422; in the data active = inhibition above about 32%;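 note: 0% = median of test compound wells and 100% = reference inhibitor wells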
# MITF primary = human MITF inhibition, primary screen; O75030; AID 1259374; 0.91% of 650,000 active; inhibition, % at 2.6 µM; AlphaScreen MITF homodimerization, bead proximity signal; in the data active = inhibition above about 50%;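 note: 0% = vehicle wells with protein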
# FBW7 act = activators of human E3 ligase FBW7. Q969H0. AlphaScreen FBW7–phospho-cyclin E peptide binding, activator screen. normalized activity (activation), % at 26.1 µM. 0.13% of 650,000 active. AID 1259310; in the data active = normalized activity above about 1.9%;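 note: purified mutant Fbw7 with reduced substrate affinity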
# Target sequence (Q969H0 whole entry, looked up): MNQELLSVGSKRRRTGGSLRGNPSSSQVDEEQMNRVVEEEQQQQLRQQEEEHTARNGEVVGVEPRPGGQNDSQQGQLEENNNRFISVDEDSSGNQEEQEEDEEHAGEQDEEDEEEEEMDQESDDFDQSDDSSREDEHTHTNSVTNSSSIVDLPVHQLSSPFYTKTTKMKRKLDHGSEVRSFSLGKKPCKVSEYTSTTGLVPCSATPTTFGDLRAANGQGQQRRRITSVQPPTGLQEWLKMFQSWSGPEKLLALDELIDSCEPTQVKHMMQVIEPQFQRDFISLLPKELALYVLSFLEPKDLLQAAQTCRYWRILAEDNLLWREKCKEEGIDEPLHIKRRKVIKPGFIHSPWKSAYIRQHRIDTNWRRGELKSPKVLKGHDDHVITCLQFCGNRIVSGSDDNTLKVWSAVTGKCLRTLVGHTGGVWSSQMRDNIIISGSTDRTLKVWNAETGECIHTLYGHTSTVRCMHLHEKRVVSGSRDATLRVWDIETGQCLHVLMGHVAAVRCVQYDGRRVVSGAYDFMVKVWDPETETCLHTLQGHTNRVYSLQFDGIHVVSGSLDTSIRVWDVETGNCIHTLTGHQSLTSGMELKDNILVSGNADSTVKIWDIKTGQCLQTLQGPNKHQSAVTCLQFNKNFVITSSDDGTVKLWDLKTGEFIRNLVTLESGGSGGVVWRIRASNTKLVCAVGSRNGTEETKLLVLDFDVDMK
# GPR151 ag = human GPR151 activation; Q8TDV0; PathHunter beta-arrestin GPR151 cells, luminescence; activation, % at 11.2 µM; 1% of 650,000 active; AID 1508602; in the data active = activation above about 4.9%;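 note: 0% = median of compound wells and 100% = cells with positive control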
# * hit, by the source's call.
smiles,TEAD-YAP block,MITF primary,FBW7 act,GPR151 ag
Cc1ccc(Cc2c(C)nc3c(C(=O)NC4CCCC4)cnn3c2C)cc1,9,3,0.0,0.7
COc1ccc(CCNc2c(-c3cn(C)nc3C)nc3cnccn23)cc1OC,5,2,0.3,2.1
COc1ccc(C)cc1NC(=O)c1cc(S(=O)(=O)N2CCN(c3ccc(C)cc3)C(C)C2)ccc1F (stereo not given),-7,-1,0.0,0.8
N=c1oc2ccccc2cc1C(=O)Nc1cccc(C(F)(F)F)c1,-11,13,-0.1,-0.7
Cc1c(C(=O)Nc2c(C)n(C)n(-c3ccccc3)c2=O)cccc1[N+](=O)[O-],-5,3,-0.1,0.2
CS(=O)(=O)N(CC(=O)Nc1ccc(Br)cc1)c1ccccc1Br,6,-13,-0.2,2.4
COc1ccc2nc(NC(=O)c3cccc(OCc4ccccc4)c3)sc2c1,2,-5,0.2,0.8
Cc1occc(=O)c1Cc1ccc(Cl)cc1,-4,3,-0.1,-0.1
CCCCCOC(=O)C1=C(C)NC2=C(C(=O)CC(C)(C)C2)C1c1cccc([N+](=O)[O-])c1 (stereo not given),12,10,-0.1,0.7
O=C(CNC(=O)OCc1ccccc1)Oc1ccc2c(C(F)(F)F)cc(=O)oc2c1,-4,-14,0.0,0.9

# Some entries already given, limited to TEAD-YAP block and GPR151 ag:
SMILES	TEAD-YAP block	GPR151 ag
N=c1oc2ccccc2cc1C(=O)Nc1cccc(C(F)(F)F)c1	-11	-0.7
Cc1occc(=O)c1Cc1ccc(Cl)cc1	-4	-0.1
COc1ccc(C)cc1NC(=O)c1cc(S(=O)(=O)N2CCN(c3ccc(C)cc3)C(C)C2)ccc1F (stereo not given)	-7	0.8

# Next records follow.
smiles,TEAD-YAP block,MITF primary,FBW7 act,GPR151 ag
Nc1nonc1C(=O)OCc1ccccc1,-7,4,0.6,-0.8
CC(=O)NCC(c1cccs1)S(=O)(=O)c1ccc(Cl)cc1 (stereo not given),3,-15,-0.1,-0.4
CCn1cc(C(=O)Nc2c(F)cccc2F)c(=O)c2ccc(C)nc21,-2,7,-0.1,0.0
N#C/C(=C\c1cn[nH]c1-c1ccc(F)cc1)c1nn(-c2ccccc2)c(N)c1C#N,-50,4,-0.1,0.4
CCCCC1CN(CCNC(=O)c2cncs2)Cc2ccccc2O1 (stereo not given),3,10,0.0,-1.5
CC1=NC([N+](=O)[O-])C(=O)N1c1ccccc1 (stereo not given),-6,17,0.1,-1.2
CC(C)/C=N/NC(=O)c1ccc(Cl)cc1,-16,-4,0.0,-1.8
O=C(NCCN1C(=O)C2C3C=CC(C3)C2C1=O)Nc1cccnc1 (stereo not given),-5,0,0.2,-0.6
CCC(=O)N1CCc2cc(Br)cc(S(=O)(=O)NCc3ccc(F)cc3)c21,-6,-5,-0.1,-0.7
COc1ccc(C(=O)NCCC(c2ccccc2)c2ccccc2)cc1OC,2,6,-0.1,19*
C#CCOc1ccc(Cl)cc1/C=N/O,0,-2,-0.2,-1.4
Cc1ccc(-c2csc(NC(=O)CSCC(=O)N3CCCCC3)n2)cc1,-23,10,0.0,-0.2
O=C(Cn1nc(-c2cccnc2)oc1=O)N1CCc2ccccc21,2,3,0.5,-0.4
O=C(NCCCn1ccnc1)c1cnn2c(C(F)(F)F)cc(-c3ccccc3)nc12,5,3,0.0,1.0
CCOC(=O)c1c(-c2ccc([N+](=O)[O-])cc2)csc1N,-7,15,0.0,-0.2
CC(C)N1CCc2nc(SCC(=O)Nc3ccc(F)cc3)[nH]c(=O)c2C1,-1,14,1.0,-2.5
O=C(CN1C(=O)[C@H]2CCCN2C(=O)c2ccccc21)NCc1cccc(Cl)c1,-4,-10,-0.1,-0.3
CC1=C(C(=O)Nc2cccc(C)c2C)C(c2cccc([N+](=O)[O-])c2)NC(=O)N1 (stereo not given),7,14,0.5,0.3
O=[N+]([O-])c1ccc2nc(-c3ccc(Br)o3)[nH]c2c1,-57,8,0.2,-3.9
Cc1cccc(C(=O)Nc2sc3c(c2C(=O)NCc2ccccc2)CCC3)c1,16,10,0.2,-0.6
COC(=O)CCc1c(C)c[nH]c1C(=O)C(C)(C)C,13,8,-0.1,2.4
CCCCCNC(=O)c1ccc2c(=O)n(Cc3ccccc3Cl)c(=S)[nH]c2c1,-5,-5,-0.1,-0.8
Nc1c2c3c(sc2nc(=O)n1Cc1ccco1)CCC3,2,11,-0.2,-1.0
CCOC(=O)c1cc2ccccc2n1CC#N,1,-14,-0.1,-0.5
CCCCOc1ccc(NC(=O)CN2CCN(Cc3ccccc3)CC2)cc1,3,6,-0.1,-0.5
Nc1c(C(=O)Nc2ccc(Oc3ccccc3)cc2)sc2nc3c(c(-c4cccs4)c12)CCCC3,-7,-11,0.0,0.0
O=C(CSc1ncnc2c1oc1ccccc12)N1CCCCC1,-4,10,0.1,2.7
CCCC(=O)Nc1cccc(NC(=O)CCc2ccccc2)c1,-8,2,-0.2,0.3
c1ccc(Oc2ccc(-c3nc(-c4ccccc4)nc4ccccc34)cc2)cc1,6,-10,0.1,0.4
COc1ccc2c(c1)CC(C(=O)Nc1ccc(-c3cn[nH]c3C)cc1Oc1cccnc1)CO2 (stereo not given),-3,16,-0.2,-0.6

# Compound profiles, as listed above.
# Record of `Nc1c(C(=O)Nc2ccc(Oc3ccccc3)cc2)sc2nc3c(c(-c4cccs4)c12)CCCC3` : TEAD-YAP block: -7; MITF primary: -11; FBW7 act: 0.0; GPR151 ag: 0.0
# Record of `COC(=O)CCc1c(C)c[nH]c1C(=O)C(C)(C)C` : TEAD-YAP block: 13; MITF primary: 8; FBW7 act: -0.1; GPR151 ag: 2.4
# Record of `COc1ccc2c(c1)CC(C(=O)Nc1ccc(-c3cn[nH]c3C)cc1Oc1cccnc1)CO2` (stereo not given) : TEAD-YAP block: -3; MITF primary: 16; FBW7 act: -0.2; GPR151 ag: -0.6

# (more compounds)
smiles,TEAD-YAP block,MITF primary,FBW7 act,GPR151 ag
N#C/C(=C\c1cc2c(cc1Br)OCO2)C(=O)Nc1ccccc1C(=O)O,-1,7,0.1,0.0
O=C(COc1ccccc1F)NCCn1ncc2c(=O)n(Cc3ccc(Cl)cc3)cnc21,-6,-8,0.0,0.9
c1ccc2c(-c3ccncc3)c[nH]c2c1,-3,2,-0.1,0.7
Cc1ccccc1N=c1oc2ccccc2cc1C(=O)Nc1cccc(C(F)(F)F)c1,-23,-2,0.0,0.2
COc1cc(CN2CCNC(=O)C2CC(=O)NCCN2CCCCC2=O)cc(OC)c1 (stereo not given),-9,-9,-0.1,1.5
O=C(O)c1c(CNC2CC2)c2ccccc2n1Cc1ccc(F)cc1Cl,5,-8,0.1,-0.7
CC1=C(C(=O)Nc2ccc(Cl)cc2)C(c2ccc(F)cc2)NC(=O)N1 (stereo not given),18,-6,-0.1,-0.6
Cc1cccc(-n2c(SCC(N)=O)nnc2-c2cccs2)c1,6,2,0.2,0.9
CC(C)[C@@H](Cn1nc(-c2ccc(F)c(F)c2)ccc1=O)NC(=O)Cc1ccsc1,6,13,-0.1,-0.8
COC(=O)c1c(NC(=O)c2cccc(C)c2)sc2c1CCC(C)C2 (stereo not given),0,10,0.0,-0.8
CN1CCN(c2nccn3c(-c4ccco4)cnc23)CC1,-43,-2,-0.4,0.3
Cc1c(C(=O)Nc2ccc3c(c2)Cc2ccccc2-3)oc2ccccc12,-9,3,0.5,-0.6
O=C(NC(Cc1c[nH]c2ccccc12)C(=O)O)c1ccc(C23CC4CC(CC(C4)C2)C3)cc1 (stereo not given),-1,3,0.1,1.1
COc1cccc(/C=C2\N=C(c3ccccc3)OC2=O)c1,-7,-3,-0.1,0.0
COc1ccc(CCN(C)C2CCCN(C(=O)c3snnc3C)C2)cc1OC (stereo not given),-11,5,0.0,-0.1
Cc1noc(/C=C/N(C)C)c1S(=O)(=O)N(C)Cc1ccccc1,8,5,-0.2,0.1
O=C(c1ccncc1)N1CCCC(c2[nH]ncc2-c2ccccc2F)C1 (stereo not given),2,-11,-0.2,-0.6
Cc1ccc2c(c1)-c1onc(C(=O)Nc3nccs3)c1CO2,14,8,0.6,-2.0
CCCc1cc2c(=O)c(-c3nc4ccccc4s3)c(C)oc2cc1OC(C)=O,1,-4,0.0,0.1
O=C(COc1ccccc1Cl)Nc1ccccc1[N+](=O)[O-],-37,16,1.1,1.4

# Quoted from the listing:
# In TEAD-YAP block, Cc1c(C(=O)Nc2ccc3c(c2)Cc2ccccc2-3)oc2ccccc12 has the entry -9
# In GPR151 ag, COc1ccc(CCN(C)C2CCCN(C(=O)c3snnc3C)C2)cc1OC (stereo not given) has the entry -0.1

# (cont.)
smiles,TEAD-YAP block,MITF primary,FBW7 act,GPR151 ag
COC(=O)c1c(NC(=O)/C(C#N)=C/c2ccc(C)o2)sc(C)c1C,-1,-10,-0.1,2.7
CCOC(=O)c1c(-c2ccc(C)c(C)c2)csc1NC(=O)CSc1nnc2sc3ccccc3n12,9,0,0.1,0.7
CC(C)C1=NN2C(=N)/C(=C/c3ccc(OC(C)c4ccccc4)cc3)C(=O)N=C2S1 (stereo not given),4,22,0.7,-1.0
Cc1ccc(CN(Cc2ccccn2)C(=S)Nc2ccccc2C)cc1,-2,12,0.0,0.8
COc1cc(/C=N/NC(N)=O)ccc1OCC(=O)N1CCOCC1,11,16,0.3,1.7
CC1=C(C(=O)NCc2nc(NCCCc3ccccc3)c3ccccc3n2)OCCO1,13,5,0.1,-1.0
Cc1cc(C)cc(CC2CC(=O)N(c3ccc([N+](=O)[O-])cc3)C2=O)c1 (stereo not given),-3,5,0.1,0.9
CC(=O)N1CCc2cc(Br)cc(S(=O)(=O)NC3CCCc4ccccc43)c21 (stereo not given),-11,13,0.2,5.1*
O=C(COc1cccc(Cl)c1)NNC(=S)NC(=O)c1ccccc1,0,7,0.0,1.2
Cc1cc(C)nc(SCc2cc(=O)c(OC(=O)COc3ccccc3F)co2)n1,-13,12,0.1,-2.1
O=C(NCCN1CCCC1)Nc1ccccc1[N+](=O)[O-],7,10,0.1,-0.3
COc1ccccc1N(CC(=O)Nc1cc(C)on1)S(=O)(=O)c1cccs1,4,0,0.1,0.4
COc1cccc(NC(=S)N(Cc2ccc(C)cc2)Cc2ccccn2)c1,-1,-4,-0.3,0.6
CC1(C)CC(=O)c2cc(OCC(=O)N3CCCCCC3)ccc2O1,-23,6,0.2,0.9
CC(=O)Nc1ccc(NC(=O)CCS(=O)(=O)c2ccc3c(c2)CCN3C(C)=O)cc1,0,-14,-0.1,0.1
Oc1cccc(C(O)CNCc2ccc(-c3ccccc3)cc2)c1 (stereo not given),-8,-10,0.0,-2.0
CCC1(C)NC(=O)N(CC(=O)Nc2ccc(F)cc2F)C1=O (stereo not given),6,6,-0.1,1.2
O=C(Nc1nnc(C(F)(F)F)s1)c1ccc([N+](=O)[O-])cc1Cl,-51,19,0.1,-4.3
Cc1ccc(CN2CCc3nnc(CNC(=O)Cc4cccc(F)c4)n3CC2)s1,6,-3,-0.2,0.0
COc1ccc(OC)c(NC(=S)NCCCN2CCOCC2)c1,1,7,-0.1,-0.2
C1=C(c2ccccc2)Nc2ncnn2C1c1cccs1 (stereo not given),-2,-4,-0.1,1.6
OCCC1CN(Cc2ccc3cc(F)ccc3n2)CCN1Cc1ccsc1 (stereo not given),-6,-2,0.1,-0.1
c1ccc(CNc2nc(N3CCOCC3)nc3nc[nH]c23)cc1,6,0,-0.1,-0.3
Cc1ccc2oc3c(c(=O)c2c1)C(c1ccccc1)N(CCCN(C)C)C3=O (stereo not given),-17,-7,0.0,-1.2
Cc1c(-n2c(-c3ccccc3)nc3ccccc3c2=O)c(=O)n(-c2ccccc2)n1C,2,-5,0.3,2.1
CCOC(=O)C1=C(C)NC2=C(C(=O)CC(C)(C)C2)C1c1cc(I)c(O)c(OC)c1 (stereo not given),6,2,0.2,-2.4
CCN(CC)C(=O)Cn1cnc2sc(C(=O)N3CCN(c4cccc(Cl)c4)CC3)c(C)c2c1=O,4,-11,-0.1,-0.4
CN(C)S(=O)(=O)N1CCN(c2nc3ccccc3o2)CC1,-12,-6,0.0,-0.3
CC(=O)OCC1=C[C@H]2[C@@H]3C(C)(C)[C@]3(OC(C)=O)C[C@@H](C)[C@]2(O)[C@@H]2C=C(C)C(=O)[C@@]2(O)C1,-47,-6,0.1,1.8
CC(=O)c1c(C)[nH]c(C(=O)OCC(=O)Nc2cccc3ccccc23)c1C,9,-4,0.2,1.2
COC(C(=O)NNC(=O)COc1ccc(Cl)cc1)c1ccccc1 (stereo not given),14,-7,0.1,0.3
CCC(OC(=O)C(C)N1C(=O)C(=O)c2ccccc21)C(=O)Nc1ccccc1OC (stereo not given),3,5,-0.1,0.5
COc1cc(C(=O)Nc2ccc(Cl)cc2)cc(I)c1OC,8,1,0.0,0.7
O=C(N/C(=C/c1cccnc1)C(=O)N1CCOCC1)c1ccco1,6,-6,0.1,0.8
CCCCN(C)CCNC(=O)c1c(C)[nH]c(C(=O)OCC)c1C,1,4,0.0,-1.0
CCOC(=O)C1=C(c2ccccc2)N=c2s/c(=C\c3ccc(O)cc3)c(=O)n2C1c1ccc(OC)cc1 (stereo not given),12,5,0.1,0.4
CCN(CC)C(=O)c1ccc(-c2ccccc2)cc1,-19,7,0.0,0.4
O=C(NC1Cc2ccccc2C1)c1cc(COc2ccc(F)cc2F)on1,-1,3,0.6,1.1
CSc1nc2n(n1)C(c1ccc(F)cc1)C1=C(CCCC1=O)N2 (stereo not given),6,14,0.7,-2.6

# Screening data (PubChem)
